TrxR1 substrate: qHTS Assay for Substrates of Mammalian Selenoprotein Thioredoxin Reductase 1 (TrxR1): qHTS. 0.01% of 390,000 active. purified TrxR1 substrate turnover, NADPH consumption readout. Thioredoxin reductase 1, cytoplasmic (Rattus norvegicus), O89049. AID 588456, 2011. Potency, µM (top dose mostly 114 µM), without a hit: at the top dose activity change, negative = substrate turnover; note: potency is the fitted concentration of half-maximal effect; % is set by controls: 0 for no effect and ±100 for the full control effect; nearly all actives have a fitted effect of over 50% in size
Target sequence (O89049 whole entry, looked up): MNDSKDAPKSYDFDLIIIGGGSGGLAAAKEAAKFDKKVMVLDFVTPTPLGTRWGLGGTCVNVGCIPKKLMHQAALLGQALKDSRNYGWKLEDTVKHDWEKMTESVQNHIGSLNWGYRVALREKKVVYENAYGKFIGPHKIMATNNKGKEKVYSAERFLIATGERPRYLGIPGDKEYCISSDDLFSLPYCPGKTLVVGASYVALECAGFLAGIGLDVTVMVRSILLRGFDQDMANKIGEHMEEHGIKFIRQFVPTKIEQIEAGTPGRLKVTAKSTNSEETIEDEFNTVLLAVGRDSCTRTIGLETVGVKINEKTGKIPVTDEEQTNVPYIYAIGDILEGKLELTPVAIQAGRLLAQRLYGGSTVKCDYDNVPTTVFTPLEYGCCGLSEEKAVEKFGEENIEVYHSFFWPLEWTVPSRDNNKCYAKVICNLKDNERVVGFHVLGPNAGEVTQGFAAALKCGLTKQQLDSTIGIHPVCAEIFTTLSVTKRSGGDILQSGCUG
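Rat TrxR1, dispensed at 90 nM, was prereduced with 400 uM NADPH (final) for 5 min at ~22 deg C, then incubated with compound 15 min before 400 uM selenite. A first-read NADPH fluorescence drop versus no-compound background flagged substrates.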
IDH1 R132H inh: qHTS for Inhibitors of mutant isocitrate dehydrogenase 1 (IDH1): qHTS; IDH1-R132H enzyme, NADPH consumption, diaphorase/resazurin fluorescence; Potency, µM (titrated, usually from 76.6 µM), for the others: top-dose activity change, negative = inhibition, actives largely listed as inhibitors; 0.093% of 390,000 active; note: potency is the fitted concentration of half-maximal effect; % is set by controls: 0 for no effect and ±100 for the full control effect; nearly all actives have a fitted effect of over 65% in size
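IDH1-R132H (0.5 ug/mL dispensed) in pH 7.5 Tris buffer was preincubated 30 min with compound, then given a substrate mix of 0.016 mM NADPH and 2 mM alpha-KG for 80 min at room temperature; remaining NADPH was read by diaphorase/resazurin fluorescence.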
Pin1 inhibitor: qHTS Assay to Find Inhibitors of Pin1. Peptidyl-prolyl cis-trans isomerase NIMA-interacting 1 (Homo sapiens), Q13526. Pin1 FP peptide displacement, HiFluor488, 10 min. Potency, µM (titrated, usually from 115 µM), without a hit: at the highest dose activity, negative = inhibition, actives largely listed as inhibitors. 0.009% of 390,000 active. AID 504891, 2011; active = well fitted inhibition curve with a large enough effect in the polarisation, with a control signal flat, not every such curve was filed as active; inconclusive = small, poorly fitted or top-dose-only effect, or effect the other way, or a change in a side signal; inactive = no such curve, though single readings can be large or run the other way; the % refers to the polarisation; note: potency is the fitted concentration of half-maximal effect; % is set by controls: 0 for no effect and ±100 for the full control effect
Target sequence (Q13526 whole entry, looked up): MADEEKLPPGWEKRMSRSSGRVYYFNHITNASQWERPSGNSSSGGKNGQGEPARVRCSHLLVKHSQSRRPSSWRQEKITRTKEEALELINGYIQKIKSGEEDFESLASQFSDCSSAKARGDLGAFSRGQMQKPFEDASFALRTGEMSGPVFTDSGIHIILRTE
D2 antagonist: HTS Assay for Allosteric Antagonists of the Human D2 Dopamine Receptor: Primary Screen for Antagonists; HEK293 TREx D2 cells, calcium flux, dopamine EC80; inhibition, % at 10 µM; 2% of 340,000 active; AID 485344, 2010; in the data active = inhibition above about 30%; note: 0% is about no effect
Target sequence (P14416 whole entry, looked up): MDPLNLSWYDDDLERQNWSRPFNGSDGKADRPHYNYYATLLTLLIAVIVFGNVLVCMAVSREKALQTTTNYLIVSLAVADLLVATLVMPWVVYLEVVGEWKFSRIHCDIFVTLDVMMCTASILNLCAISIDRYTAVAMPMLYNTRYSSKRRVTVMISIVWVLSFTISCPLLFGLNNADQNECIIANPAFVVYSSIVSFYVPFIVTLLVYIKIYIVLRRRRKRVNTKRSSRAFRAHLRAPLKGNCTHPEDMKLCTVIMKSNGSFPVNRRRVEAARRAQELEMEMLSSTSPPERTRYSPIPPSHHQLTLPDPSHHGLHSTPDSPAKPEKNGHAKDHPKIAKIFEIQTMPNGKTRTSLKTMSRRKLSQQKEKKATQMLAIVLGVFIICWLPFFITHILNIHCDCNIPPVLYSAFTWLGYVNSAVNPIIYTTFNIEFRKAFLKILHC
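Tetracycline-induced HEK293 TREx cells expressing D2 receptor forced-coupled to calcium signalling, loaded with no-wash calcium dye. Compounds added and calcium flux read 180 s, then dopamine added at EC80 and read a further 180 s.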
TRHR enhancer: qHTS for Small Molecule Agonists and Allosteric Enhancers of Human TRH Receptor: Primary Screen for Enhancers; TRHR cells, fluo-8 calcium fluorescence, EC20 TRH enhancement; enhancement, % at 2 µM; 0.66% of 360,000 active; in the data active = enhancement above about 30%; note: 0% is about no effect
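Enhancer read-out: after compound pinning and an initial kinetic agonist-mode read, an EC20 of TRH (10 nM final) was injected and fluo-8 calcium signal (Ex 480/Em 530) followed at 1 s/cycle for 100 cycles in TRHR-expressing cells.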
TrxR1 inh: qHTS Assay for Inhibitors of Mammalian Selenoprotein Thioredoxin Reductase 1 (TrxR1): qHTS. Thioredoxin reductase 1, cytoplasmic (Rattus norvegicus), O89049. recombinant rTrxR1, NADPH fluorescence consumption, selenite substrate. Potency, µM (series often up to 114 µM), for inactives: top-dose activity change, negative = inhibition, hits mostly inhibitors. 1% of 390,000 active; note: potency is the fitted concentration of half-maximal effect; % is set by controls: 0 for no effect and ±100 for the full control effect; nearly all actives have a fitted effect of over 65% in size
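Rat TrxR1 (90 nM in the dispensed reagent) was pre-reduced with 400 uM NADPH for 5 min at room temperature, then incubated with compound for 15 min. After 400 uM selenite was added, NADPH fluorescence (Ex 340/Em 450 nm) was followed for 8 min.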
TRHR agonist: qHTS for Small Molecule Agonists and Allosteric Enhancers of Human TRH Receptor: Primary Screen for Agonists | TRHR cells, calcium flux fluo-8, FDSS agonist mode | Thyrotropin-releasing hormone receptor (Homo sapiens), P34981 | 0.18% of 360,000 active | activation, % at 2 µM | AID 493084, 2011; in the data active = activation above about 30%; note: 0% is about no effect
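TRHR-expressing cells loaded with fluo-8 calcium dye; 23 nL library compound pin-transferred, kinetic FDSS fluorescence (Ex 480/Em 530) recorded about 180 s for agonist-induced calcium release, before a 10 nM TRH EC20 addition for potentiator mode.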
D2 ag: HTS Assay for Allosteric Agonists of the Human D2 Dopamine Receptor: Primary Screen for Agonists; D(2) dopamine receptor (Homo sapiens), P14416; HEK293 T-REx D2 cells, calcium flux agonist mode; activation, % at 2 µM; 0.53% of 340,000 active;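 active = activation over 3 SD above normal in the single-dose calcium agonist read, cut at about 30% in these data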; note: 0% is about no effect
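HEK293 Trex D2 cells, tetracycline-induced, o/n 30 C 5% CO2; no-wash Ca dye, RT 30–90 min; 10-cycle baseline, 23 nl cpd added, kinetic Ca read 180 s; agonist hits = positive Ca response.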
USP1-UAF1 inh: Inhibitors of USP1/UAF1: Primary Screen; AID 743255, 2014; Ubiquitin carboxyl-terminal hydrolase 1 (Homo sapiens), O94782; 0.23% of 390,000 active; recombinant USP1/UAF1, Ub-Rhodamine cleavage fluorescence; Potency, µM (highest dose often 57.1 µM), for the others: top-dose activity change, negative = inhibition, actives largely listed as inhibitors; note: potency is the fitted concentration of half-maximal effect; % is set by controls: 0 for no effect and ±100 for the full control effect; nearly all actives have a fitted effect of over 60% in size; inactives centre near -12
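High-throughput fluorogenic screen: 1nM USP1/UAF1 complex, Ub-Rho substrate 150nM final, 50mM HEPES pH 7.8 with 0.5mM EDTA, 0.1 mg/ml BSA, 1mM TCEP and 0.01% Tween-20.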
Numbers without * were called inactive; u = inconclusive; x = not tested or not shown; [ ] = dose if it differs, or a comment. Unless noted, calls come from the whole dose curve; as a rule, active = well fitted inhibition curve with a large enough effect; inconclusive = small, poorly fitted or top-dose-only effect; inactive = no such curve, though single readings can be large or run the other way. These rows are one share of the data; rates above refer to the full screens.

Structure | TrxR1 substrate | IDH1 R132H inh | Pin1 inhibitor | D2 antagonist | TRHR enhancer | TrxR1 inh | TRHR agonist | D2 ag | USP1-UAF1 inh
COc1cccc(/C=N/NC(=O)CC(=O)NCCc2ccccc2)c1OC | -1%[11.4 µM] | 1% | -1% | 26 | 33* | 6%[11.4 µM] | -0.5 | 0.6 | -18%
C=CCn1c(=O)c2ccccc2n2c(SCC(C)=O)nnc12 | 8% | 3% | 0% | -5 | 0 | 17% | 0.3 | 0.1 | u
CN1CCN(C(=O)c2ccccc2NC(=O)c2cccs2)CC1 | 6%[57.1 µM] | 2% | -3% | 37* | 1 | 9%[57.1 µM] | 0.0 | 0.8 | -4%
Cc1cc(CNC(=O)[C@H]2C[C@@H]2[C@H](NP(=O)(c2ccccc2)c2ccccc2)c2ccccc2)nn1C | 0% | -1% | -16% | -19 | 3 | 7% | -0.5 | -1.0 | u
Cc1ccc(OCC(=O)NNC(=S)NC(=O)c2cccs2)c(C)c1 | 1% | 0% | -9% | 7 | 4 | 2% | -0.3 | 4.3 | -21%
CCn1nc(C)c(NC(=O)Nc2cccc(Cl)c2Cl)c1C | -10% | -1% | 2% | 2 | -4 | -14% | -0.2 | -1.2 | -5%
COc1ccc(OC)c(NC(=O)CSc2nc3ccccc3cc2Cc2ccccc2)c1 | -6% | 0% | 2% | 2 | -4 | 13% | 0.4 | -0.8 | -24%
CCNC(=O)COC(=O)c1ccc(-c2nc3ccccc3s2)s1 | 20% | 9% | -2% | 6 | -1 | 13% | 0.1 | 1.0 | -2%
Cc1ccc(-c2nnn(CC(=O)NCCC3=CCCCC3)n2)cc1 | -1% | -7% | -1% | 13 | 23 | 6% | -0.3 | -0.9 | -5%
COc1ccc(Br)cc1C(=O)NCc1cccnc1 | -1% | 4% | -5% | -6 | 5 | -6% | -0.2 | -1.7 | -13%
Cc1cccc2c(=O)c(C(=O)NCc3cccs3)c[nH]c12 | 11% | 5% | 13% | x | x | 18% | x | x | -6%
Cc1ccnc(NC(=O)C2CCN(S(=O)(=O)c3c(C)c(C)cc(C)c3C)CC2)c1 | -14% | 2% | -1% | 10 | 2 | -10% | 1.1 | 6.5 | -11%
Cc1ccc(OC(C)C(=O)Nc2ccc(F)cc2)c([N+](=O)[O-])n1 (stereo unspecified) | -15% | 4% | -12% | 14 | -2 | -7% | -0.4 | -0.5 | -5%
Oc1c(C(c2cccc(F)c2)N2CCN(Cc3ccccc3)CC2)sc2ncnn12 (stereo unspecified) | -5%[57.1 µM] | 6% | 4% | -20 | -4 | 7%[57.1 µM] | 0.5 | 0.8 | -17%
CC#CC(=O)N1CCCC(Cc2cccc(OC)c2)(C(=O)OCC)C1 (stereo unspecified) | -6% | -6% | -1% | 12 | -1 | 15% | 0.7 | 0.2 | -14%

Reprinted at random: three records from the list.
Structure | TrxR1 substrate | IDH1 R132H inh | Pin1 inhibitor | D2 antagonist | TRHR enhancer | TrxR1 inh | TRHR agonist | D2 ag | USP1-UAF1 inh
COc1ccc(Br)cc1C(=O)NCc1cccnc1 | -1% | 4% | -5% | -6 | 5 | -6% | -0.2 | -1.7 | -13%
C=CCn1c(=O)c2ccccc2n2c(SCC(C)=O)nnc12 | 8% | 3% | 0% | -5 | 0 | 17% | 0.3 | 0.1 | u
CCNC(=O)COC(=O)c1ccc(-c2nc3ccccc3s2)s1 | 20% | 9% | -2% | 6 | -1 | 13% | 0.1 | 1.0 | -2%

Going on with the list.
Structure | TrxR1 substrate | IDH1 R132H inh | Pin1 inhibitor | D2 antagonist | TRHR enhancer | TrxR1 inh | TRHR agonist | D2 ag | USP1-UAF1 inh
CC(C)(C)S(=O)(=O)c1cnc2c(S(=O)(=O)c3ccccc3)cnn2c1N | 6% | 14% | -1% | 4 | 1 | 28% | 0.0 | -2.2 | u
CCOC(=O)CCn1c(=S)n(CCC(=O)OCC)c2ccccc21 | 0% | 19% | -6% | -3 | 2 | 17% | 0.0 | 0.1 | -22%
COc1cc2ccccc2cc1C(=O)N(CCN(C)C)c1nc2c(F)cc(F)cc2s1 | 1% | 14% | -1% | -9 | 0 | 28% | 0.3 | 0.6 | -7%
COC(=O)c1sc(N/N=C/c2ccc(C(C)C)cc2)nc1C | 4% | 12% | 6% | 5 | 6 | -3% | 1.7 | 1.7 | -21%
CCn1c(SCC(=O)NCc2ccccc2)nnc1-c1c[nH]c2ccccc12 | 13% | 0% | 1% | x | 1 | 22% | 0.2 | x | -15%
COc1ccccc1OCCNC(=O)CNC(=O)c1ccc(C(C)(C)C)cc1 | -5% | 21% | -9% | 2 | -1 | 14% | -0.5 | -0.6 | -7%
COc1ccccc1-n1cnc(N)c1C(C)=O | -18% | 6% | -2% | x | 3 | -18% | 0.3 | x | 9%
CC(=O)Nc1ccc(CCCCc2ccc(NC(C)=O)cc2)cc1 | -7%[57.1 µM] | 8% | 1% | x | x | 5%[57.1 µM] | x | x | -3%
Cc1ccc(NC(=O)CSc2ccc(C(N)=O)cc2[N+](=O)[O-])cc1C | 3% | 4% | 0% | 13 | -4 | 23%[57.1 µM] | -0.4 | -0.8 | -16%
Cc1ccc2cc(CN(Cc3cccs3)C(=O)c3ccco3)c3nnnn3c2c1C | x | x | x | -5 | 8 | x | -1.0 | -1.0 | x
O=C(CCC(=O)Nc1ccc(Br)cc1)N/N=C/c1ccccc1O | -2% | -10% | 2% | -37 | 0 | -1% | -0.2 | -0.8 | -23%
CC(=O)Nc1ccc(S(=O)(=O)NCCC(=O)Nc2ccc(C)cn2)cc1 | -13% | -4% | 0% | -7 | 7 | -13% | 1.0 | 0.4 | 5%
CC1CCCCC1NC(=O)CSc1nncs1 (stereo unspecified) | 5% | -3% | 1% | 9 | 0 | 2% | 0.3 | 0.8 | -6%
CCCn1nnnc1SCC(=O)Nc1ccc(F)cc1 | 0% | -4% | 0% | -7 | -2 | 2%[57.1 µM] | -0.3 | -0.1 | -16%
Cc1cc(C)nc(NS(=O)(=O)c2ccc(NC(=O)c3cccs3)cc2)n1 | 13%[57.1 µM] | -4% | 1% | -13 | 2 | 30%[57.1 µM] | -0.4 | -0.4 | 3%

In the list so far, these have a nitro group on carbon.
Structure | TrxR1 substrate | IDH1 R132H inh | Pin1 inhibitor | D2 antagonist | TRHR enhancer | TrxR1 inh | TRHR agonist | D2 ag | USP1-UAF1 inh
Cc1ccc(OC(C)C(=O)Nc2ccc(F)cc2)c([N+](=O)[O-])n1 (stereo unspecified) | -15% | 4% | -12% | 14 | -2 | -7% | -0.4 | -0.5 | -5%
Cc1ccc(NC(=O)CSc2ccc(C(N)=O)cc2[N+](=O)[O-])cc1C | 3% | 4% | 0% | 13 | -4 | 23%[57.1 µM] | -0.4 | -0.8 | -16%

Additional compounds:
Structure | TrxR1 substrate | IDH1 R132H inh | Pin1 inhibitor | D2 antagonist | TRHR enhancer | TrxR1 inh | TRHR agonist | D2 ag | USP1-UAF1 inh
CN(C)CCNc1oc(-c2ccccc2Cl)nc1S(=O)(=O)c1ccccc1 | -4% | -3% | 0% | 6 | 1 | 16% | 1.0 | 0.3 | -14%
COc1ccc(S(=O)(=O)N(C)CC(=O)N2CCN(C)CC2)cc1C | -1% | 0% | -11% | -9 | -3 | -13% | 1.0 | -0.2 | -9%
Cc1cccc(N2C(=O)C(CC(=O)Nc3cccc(F)c3)N(Cc3cccs3)C2=O)c1 (stereo unspecified) | -3% | 13% | 1% | x | -8 | 14% | 0.9 | -1.3 | -7%
COc1ccc(CCNC(=O)CNS(=O)(=O)c2ccc(Cl)cc2)cc1 | 10%[57.1 µM] | 1% | -5% | x | x | 31%[57.1 µM] | x | x | -6%
COc1ccc(S(=O)(=O)N2CCOC2CNC(=O)C(=O)NCc2ccco2)cc1OC (stereo unspecified) | 3% | 1% | -4% | 1 | -1 | 0% | -0.2 | 0.0 | -14%
CN1CCN(C(=O)C(=O)Nc2c3c(nn2-c2ccc(Cl)cc2)CSC3)CC1 | 4%[57.1 µM] | 30% | -11% | x | 3 | 16%[57.1 µM] | 0.2 | 0.3 | -12%
Cc1ccccc1/C=N/Nc1ccc(Cl)nn1 | -6% | -10% | 3% | -10 | 4 | 5% | 0.0 | 0.3 | 3%
COc1ccc(NC(=O)c2ccccc2-c2ccccc2)c(C)c1 | -1% | 8% | 0% | -6 | 7 | 19% | -0.2 | 1.4 | -11%
O=C(O)CCc1ccc(-c2ccccc2)n1CC(=O)Nc1cccc(C(F)(F)F)c1 | 2% | 1% | 0% | -3 | 9 | -9% | 0.3 | -0.8 | -5%
CCOC(=O)N1CCc2c(sc(NCc3cc(OC)ccc3OC)c2C(=O)Nc2cc(OC)ccc2OC)C1 | -8%[57.1 µM] | 29% | 11% | x | 4 | 4%[57.1 µM] | -0.4 | 0.5 | -13%
O=C(NCc1ccccc1)c1ccccc1CO | -8% | 8% | 2% | -9 | 4 | -8% | 0.2 | 3.0 | -4%
O=c1[nH]nnc2c1cnn2-c1ccccc1 | 11%[57.1 µM] | -2% | 0% | x | x | 12%[11.4 µM] | x | x | -8%

Assay outcomes from PubChem BioAssay.
